sEH inhibitor – inhibitors of human soluble epoxide hydrolase | P34913 | recombinant human sEH enzymatic activity assay | inhibition, % at 2 µM | hit rate 0.34% among 91,000 | AID 707; in the data active = inhibition above about 80%; note: values of inactives mirror those of a sister screen read the other way; many of its hits are not listed in these tables
DAT uptake mod – modulates human dopamine transporter uptake under cocaine; LLC-PK1 hDAT cells, [14C]-dopamine uptake with cocaine IC80; actives deviate in either direction; Q01959; hit rate 1.3% among 110,000; B-score at 10 µM;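 active = Z score or B-score, a plate-position-corrected score, falls beyond the plate's 99.7% confidence bounds, in either direction; inactive = both scores lie inside the 99.7% bounds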;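 note: scored against the spread of the other compound wells on the same plate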
CYP2C19 activ – increases human CYP2C19 enzyme activity | recombinant CYP2C19, luciferin-H EGE luminescence; stronger effect = higher value; 0 = fully inhibited enzyme, 1 = untreated enzyme | activation factor at 5 µM | 96,000 tested, under 10 active;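 active = activation factor of at least 2 at 5 µM in the primary screen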;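 note: 0 = wells with 2.5 mM tranylcypromine and 1 = vehicle-only wells; values of inactives mirror those of a sister screen read the other way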
Target sequence (P33261 whole entry, looked up): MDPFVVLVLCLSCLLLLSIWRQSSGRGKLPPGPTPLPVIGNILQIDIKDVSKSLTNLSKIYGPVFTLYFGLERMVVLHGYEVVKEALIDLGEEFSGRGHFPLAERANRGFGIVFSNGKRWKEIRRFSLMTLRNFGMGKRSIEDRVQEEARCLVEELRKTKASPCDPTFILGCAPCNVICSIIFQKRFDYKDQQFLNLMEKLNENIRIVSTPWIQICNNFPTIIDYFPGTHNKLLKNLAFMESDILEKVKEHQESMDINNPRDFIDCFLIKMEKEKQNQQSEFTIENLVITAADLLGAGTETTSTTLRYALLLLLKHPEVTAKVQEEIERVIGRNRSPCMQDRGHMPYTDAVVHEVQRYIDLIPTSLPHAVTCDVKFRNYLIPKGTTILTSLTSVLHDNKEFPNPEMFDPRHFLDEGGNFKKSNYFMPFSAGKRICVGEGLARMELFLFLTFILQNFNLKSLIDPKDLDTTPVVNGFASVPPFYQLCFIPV
S1P2 ag – activates the human S1P2 receptor. O95136. S1P2-expressing cell line, agonist reporter read-out. hit rate 0.46% among 97,000. activation, % at 4.5 µM; in the data active = activation above about 16%;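 note: 0% = vehicle low control and 100% = maximal reference agonist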
Target sequence (O95136 whole entry, looked up): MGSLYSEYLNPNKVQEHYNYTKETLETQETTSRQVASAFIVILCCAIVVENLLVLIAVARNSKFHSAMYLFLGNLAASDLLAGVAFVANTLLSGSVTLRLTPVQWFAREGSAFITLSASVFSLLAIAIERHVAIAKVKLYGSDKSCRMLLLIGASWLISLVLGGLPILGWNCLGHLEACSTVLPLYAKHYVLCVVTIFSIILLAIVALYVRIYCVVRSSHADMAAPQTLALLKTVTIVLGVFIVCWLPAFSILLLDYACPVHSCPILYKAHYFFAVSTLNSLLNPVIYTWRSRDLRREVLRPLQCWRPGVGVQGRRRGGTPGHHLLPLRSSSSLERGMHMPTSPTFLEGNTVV
CYP2C19 inhib – blocks human cytochrome P450 2C19 | AID 778 | CYP2C19 Supersomes, luciferin-H EGE luminescence, 30 min | inhibition, % at 5 µM | hit rate 21% among 96,000 | P33261;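 active = CYP2C19 inhibition above a set limit at 5 µM in the primary screen, cut at about 50% in these data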;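 note: plate controls were negative control wells for no effect and 2.5 mM tranylcypromine positive control for full effect; values of inactives mirror those of a sister screen read the other way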
sEH act – increases human soluble epoxide hydrolase activity. P34913. purified human sEH enzymatic activity, activator screen. activation, % at 2 µM. hit rate 0.04% among 91,000. AID 717; in the data active = activation above about 37%; note: values of inactives mirror those of a sister screen read the other way
PostGolgi ctrl – yeast control strain growth, post-Golgi counter-screen. efflux-deficient yeast background strain, growth absorbance A615, 16 h. hit rate 5% among 98,000. AID 738. inhibition, % at 10 µM
PostGolgi yeast – growth inhibition of a yeast mutant, post-Golgi transport screen; inhibition, % at 10 µM; post-Golgi transport phenotypic cell assay; hit rate 0.9% among 98,000;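 note: yeast cells grown in 1536-well plates; yeast grown about 18 h at 30C before absorbance read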
S1P2 blocker – antagonists of human S1P2 receptor; hit rate 0.21% among 97,000; cell-based S1P2 antagonist assay, inhibition at 5 uM; inhibition, % at 5 µM; O95136; in the data active = inhibition above about 45%;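 note: CRE beta-lactamase reporter cells expressing human S1P2 stimulated with S1P; 0% = agonist at EC80 alone and 100% = agonist plus reference antagonist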
The depositor's hits bear a star; . = not tested or not shown; & = joins results of further samples. Cut-off read from the data, not from the text of the source, unless noted: active = inhibition above about 30%; inactive = the rest. No enrichment for hits. Share with any hit: about 24%.

SMILES	sEH inhibitor	DAT uptake mod	CYP2C19 activ	S1P2 ag	CYP2C19 inhib	sEH act	PostGolgi ctrl	PostGolgi yeast	S1P2 blocker
CCOC(=O)c1ccc(Oc2nc(NC)nc(SC)n2)cc1	-4	0.46	0.8	-4	18	6	4	-4	6
CCN(Cc1ccccc1)C(=O)CCc1nc(-c2ccc(C)cc2)no1	-2	0.016	0.2	0	81*	3	42*	-4	-13
Cc1ccc(NC(=O)Nc2ccc(C(=O)N3CCOCC3)cc2)cc1	-3	1.5	1	-3	-1	5	10	1	-7
Cc1ccc2cc3cc(C(=O)N4CCCCCC4)oc3nc2c1	3	0.0015	0.8	-2	19	-6	8	7	19
O=C(NCC(=O)N(c1cccnc1)C(C(=O)NC1CCCCC1)c1cccnc1)c1ccco1 (centres undefined)	3	-0.63	1	0	-4	-3	4	16	-13
COC(=O)C1=C(C)NC(=O)/C1=C\c1cccs1	6	-0.29	0.7	-3	26	-11	8	9	-25
CCN1CCN(C(c2ccc(OC)c(OC)c2)c2nnnn2C(C)(C)C)CC1 (centres undefined)	.	-0.44	1.1	.	-13	.	14	7	.
O=c1c2c3c(sc2nc2sc(CN4CCCCC4)cn12)CCCC3	-2	.	0.9	-7	12	4	5	-6	-4
COc1cc(NC(=O)c2cccs2)c(C(=O)OCC(=O)NC(=O)NC(C)(C)C)cc1OC	4	0.15	0.6	4	35	-2	17	-3	-19
O=C(CSc1nc(O)c(C2CCCCC2)c(=O)[nH]1)Nc1ccc(Cl)cc1	.	0.38	0.8	.	15	.	7	0	.
c1ccc(Sc2ncnc3c2oc2ccccc23)nc1	.	0.97	0.5	-4	48	.	-1	-2	0
O/C(=C\Sc1nnc(Cc2ccccc2)o1)c1ccc(Br)cc1	5	-0.87	0.2	-1	79*	-1	14	-2	10
O=C(COc1ncnc2ccccc12)N1CCN(S(=O)(=O)c2ccc(Cl)cc2)CC1	.	-1.1	0.9	.	10	.	-7	-7	.
O=C(Cn1cnc2c(oc3ccccc32)c1=O)N1CCN(c2ccccc2)CC1	0	.	1.2	1	-23	-1	-3	8	-18
Cc1cccc(CN(CC(=O)N/N=C/c2cccs2)S(=O)(=O)c2ccc(Cl)cc2)c1	-15	0.36	0.3	-9	74*	16	12	-5	-6
CC1(C)OC(=O)C(=CNc2ncccn2)C(=O)O1	-13	0.33	0.8	-1	19	10	-3	9	24
OC(c1cccnc1)c1cccs1 (centres undefined)	12	-0.4	1	-4	-1	-12	-2	-2	9
COC(=O)C1C2C=CC3(CN(CC4CCCO4)C(=O)C13)O2 (centres undefined)	-5	-0.059	1	-1	-1	4	-5	-7	21
CC12CC(NC(=O)N1c1cccc(C(=O)NCc3ccc4c(c3)OCO4)c1)c1cc(Cl)ccc1O2 (centres undefined)	25	-0.15&-0.5	0.4	-9	59*	-24	-3	-2	10
COC(=O)c1cnn(-c2ccc(C)c(C)c2)c1-n1cccc1	.	0.73	.	0	.	.	13	2	-31
O=C(O)c1cccc(Cn2cc(Cl)cn2)c1	0	-0.4	1	-4	3	1	4	15	-7
CC(C)Sc1nc(NCc2ccco2)c2c3c(sc2n1)COC(C)(C)C3	.	1.2	0.9	.	10	.	20	-3	.
Cc1ccc(NC(=O)CSc2nnc(-c3cccs3)n2Cc2ccco2)cc1	0	0.081	0.8	-5	16	1	8	13	6
Cc1ccc(-c2nc(SCC(=O)N(C)C3CCS(=O)(=O)C3)[nH]c2-c2ccc(C)cc2)cc1 (centres undefined)	-3	1.9	0.8	-6	16	2	13	-4	10
N#CCSc1nc2c(cc1C#N)CCCC2	-3	-2	0.7	1	26	3	4	3	12
CCOC(=O)C1CCN(C(=O)CCCOc2ccccc2)CC1	-2	-0.76	0.6	-1	36	0	2	-3	-10
CCc1nnc(NC(=O)CCC(=O)N2CCN(Cc3cc(Cl)ccc3OC)CC2)s1	11	1.3	0.9	-6	7	-10	-3	5	7
Cc1ccc(CCNC(=O)C2CCN(S(=O)(=O)c3cccc4nsnc34)CC2)cc1	22	0.85	.	-9	.	-19	.	.	1
O=C(CCS(=O)(=O)c1cccc2nonc12)N1CC(=O)N(CCc2ccccc2)C(=O)C1	.	-0.48	0.8	.	15	.	9	10	.
O=C(Nc1nnc(-c2ccco2)s1)c1ccccc1	.	1	0.9	.	14	.	15	2	.

Record cards, from the list above. Order of screens: sEH inhibitor, DAT uptake mod, CYP2C19 activ, S1P2 ag, CYP2C19 inhib, sEH act, PostGolgi ctrl, PostGolgi yeast, S1P2 blocker
`CCc1nnc(NC(=O)CCC(=O)N2CCN(Cc3cc(Cl)ccc3OC)CC2)s1` reads 11, 1.3, 0.9, -6, 7, -10, -3, 5, 7
`Cc1ccc(-c2nc(SCC(=O)N(C)C3CCS(=O)(=O)C3)[nH]c2-c2ccc(C)cc2)cc1` (centres undefined) reads -3, 1.9, 0.8, -6, 16, 2, 13, -4, 10

Next structures
SMILES	sEH inhibitor	DAT uptake mod	CYP2C19 activ	S1P2 ag	CYP2C19 inhib	sEH act	PostGolgi ctrl	PostGolgi yeast	S1P2 blocker
O=C(CSc1nc2ccccc2o1)NCc1ccco1	16	1.1	0.3	-4	72*	-16	8	6	9
COc1ccccc1C1(O)CCN(CC(=O)Nc2c(C)nn(C)c2C)CC1	.	0.28	1	.	-5	.	-1	-2	.
Cc1ccccc1C(=NC(=O)c1ccccc1)c1ccccc1	-12	-1.3	0.7	-5	27	14	14	-3	3
CSc1ccc(C2NC(=O)c3c(sc4c3CCN(C)C4)N2)cc1 (centres undefined)	-2	.	0.8	-3	22	2	7	-12	10
O=C(CN1C(=O)C2C3C=CC(C3)C2C1=O)NCCN1CCCc2ccccc21 (centres undefined)	4	.	0.9	-9	9	-4	10	-5	-13
O=C(COC(=O)C(O)c1ccccc1)c1ccc2c(c1)OCCO2 (centres undefined)	2	0.24	.	-5	.	-3	.	.	27
O=C(CN1CCN(c2nc(-c3ccccc3)cs2)CC1)Nc1ccc2c(c1)OCO2	13	-0.97	0.9	3	9	-12	16	-8	-18
O=C(NCc1cccnc1)c1cc(-c2ccco2)on1	.	0.28	0.9	-11	9	.	9	5	8
CC(C)OC(=O)CSc1nc2cc3c(cc2cc1C#N)OCO3	6	-0.28	.	-4	.	-4	.	.	-7
O=C(c1csc2c1CCCC2)N1CCN(c2ccccc2)CC1	13	-2.1	0.9	-10	14	-12	8	-4	11
O=C(CSc1ccc2nnc(-c3ccc(F)cc3)n2n1)NCC1CCCO1 (centres undefined)	7	0.051	1.1	-7	-10	-6	5	9	-2
Nc1cc(C(=O)OCC(=O)N2CCCC2)ccc1Cl	.	-1.3	0.8	-5	18	.	32*	6	11
COCCOC(=O)c1c(C)nc(SCC(=O)Nc2ccc(C)cc2)c(C#N)c1-c1ccco1	.	0.11	0.4	.	64*	.	3	-1	.
CCC(=O)N1CCN(c2ccccc2NC(=O)c2cccc(C)c2)CC1	7	1.2	0.2	1	77*	-4	22	2	-1
Cc1nnc(NC(=O)CSc2nnc(Cc3ccccc3)n2Cc2ccccc2)s1	-3	0.98	1	1	5	-1	4	2	-3
O=C(CCN1C(=O)c2ccccc2C1=O)N1CCC(c2ccccc2)C1 (centres undefined)	-10	0.28	0.3	-5	72*	8	32*	-23	10
Cc1cccc(OCC(O)Cn2c(=N)n(CCN3CCOCC3)c3ccccc32)c1 (centres undefined)	5	0.029	1.1	-3	-5	-7	4	-2	-8
CCOC(=O)C1CCN(C(=O)c2ccc(Cl)c(Cl)c2)CC1	3	1.2	1	0	-5	0	8	-3	8
CCCCc1cc(=O)oc2cc(C)c(CN3CCCC3)c(O)c12	1	0.27	0.5	-4	50	0	20	17	4
COc1cccc(-c2nc(C(N)=O)c3[nH]c(=O)n(-c4cccc(Cl)c4)c3n2)c1OC	.	-0.31	1.1	.	-8	.	0	1	.
N#C/C(=C1/CCCCCN1)c1nc2ccccc2s1	-5	-0.27	1	-2	-5	6	3	-4	26
O=C(CN1C2CCCC1CC(NC(=O)c1ccccc1)C2)Nc1nccs1 (centres undefined)	4	0.53	.	-3	.	-3	.	.	2
COc1cccc(NC(=O)CNS(=O)(=O)c2ccc3nc(C)sc3c2)c1	-4	.	1	1	5	3	3	11	5
Cc1ccc(C(=O)N2CCC(C)CC2)cc1C	2	0.11	.	1	.	-4	.	.	-2
O=C(CN(CCc1ccccc1)C(=O)CNS(=O)(=O)c1ccc(F)cc1)NCc1ccco1	12	1.3	0.3	-2	73*	-13	7	-1	23
CCc1nc(N(CC)CC)c2oc3ccccc3c2n1	.	-0.17	.	-3	.	.	36*	-6	-32
CNC(=O)Nc1nnc(C(C)(C)C)s1	19	0.41	1.1	-4	-6	-21	29	2	11
O=C(c1cccc(F)c1)N1CCc2ccccc2C1	6	-0.71	0.3	-1	70*	-7	10	2	1
COc1ccc(C)cc1NC(=O)CN1CCN(c2ccccc2F)CC1	.	0.14	0.3	.	70*	.	38*	0	.
O=C1CN(CC(=O)Nc2ccc(Cl)cc2)CCN1	14	-0.52	1	-7	-2	-12	13	-2	3
CCn1nnc(NC(=O)c2ccc(-c3ccc(Cl)cc3)o2)n1	8	2.2	0.9	-8	6	-7	27	-4	-11
O=C(NN=C1CCCCCCC1)c1ccccn1	-4	0.88	1	-10	-2	5	11	-1	6
CC1(C)Oc2cc(N)c([N+](=O)[O-])cc2O1	6	-0.81	0.7	-9	31	-1	13	-4	-1
CCc1ccc(NC(=O)C2CCN(S(C)(=O)=O)CC2)cc1	29	0.056	1	-2	2	-30	24	-2	-15
N#Cc1ccc(-c2ccc(F)cc2)nc1Sc1ccccc1	-18	-2	1	-5	4	19	8	0	2
O=C(Nc1ccccc1)N(Cc1ccccc1)CC(O)C(F)(F)F (centres undefined)	3	-0.055	0.8	-6	16	2	12	-9	-15
CCCCn1c(Cc2ccccc2)nnc1SCC(=O)Nc1cc(C)on1	13	1.1	.	-3	.	-8	.	.	-11
O=C(O)c1ccc(CS(=O)c2cccc(C(F)(F)F)c2)o1 (centres undefined)	2	0.88	.	-1	.	1	1	-1	4
CC(=O)NS(=O)(=O)c1ccccc1	-7	-1.7	1	-4	5	6	0	13	7
CCOc1ccc(Br)cc1C1C(C(=O)OC)=C(N)Oc2cc(N(C)C)ccc21 (centres undefined)	12	-0.34	0.1	2	94*	-11	31*	1	-5
Cc1ccc(C(=O)Nc2nc3ccccc3c(=O)s2)cc1	-4	0.54	0.9	-3	9	4	23	-2	1
O=C(O)c1cccc(N2CCCC2=O)c1	.	-1	.	-4	.	.	-6	0	1
Cc1ccc(C2Nc3ccc4ccccc4c3C3=C2C(=O)CC(C)(C)C3)o1 (centres undefined)	-2	-0.28	.	-2	.	1	.	.	-13
O=C(CCN1CCN(c2ccccc2)CC1)Nc1ccc(OCc2ccccc2)cc1	5	-0.51	1	-6	4	-4	15	-3	-4
CCSc1nc2c(sc3ccccc32)c(=O)n1C(C)C	-15	-0.79	1.1	-5	-12	14	12	-8	-10
CCNC(=O)N1C(CC(=O)OCC)C(=O)NC2CCCCC21 (centres undefined)	7	-0.21	1	-1	-3	-7	-7	20	-13
Cc1c(N=C2NC(=O)C(CC(=O)Nc3ccccc3)S2)c(=O)n(-c2ccccc2)n1C (centres undefined)	4	-0.31	1.1	-3	-8	-1	-8	-11	9
COCCOc1cc(-n2ccnc2SC)c(Cl)cc1Cl	4	0.2	0.3	-4	68*	-3	11	5	15
O=C(O)C1CC(=O)N(C2CCCCCC2)C1 (centres undefined)	.	0.48	1.2	.	-18	.	3	1	.
CC(=O)c1c(C)c2c(n1CCN(C)C)CCCC2	-4	-0.29	1.2	-1	-16	2	10	-4	-7
COc1ccc(N2CCN(CCNS(=O)(=O)c3cccc4nsnc34)CC2)cc1	.	0.39	1	.	1	.	-6	-2	.
COc1ccc(OCCCC(=O)Nc2ccc3c(c2)OCCO3)cc1	37	0.66	0.2	0	76*	-36	1	-12	-13
Cn1c(N/N=C/c2cccs2)cc(=O)n(C)c1=O	7	.	1.3	-2	-32	-5	35*	1	11

High-throughput results from PubChem.
